tim10-1 inh = tim10-1 yeast growth inhibition; AID 463190; S. cerevisiae tim10-1 ts strain growth, BacTiter-Glo, 24 h; 330,000 compounds, 2.2% hits; inhibition, % at 20 µM;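 active = inhibition of at least 40%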;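 note: mutant grown at 25 °C; 0% = DMSO wells with yeast and 100% = wells holding no yeast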
tim23-1 inh = tim23-1 yeast growth inhibition; S. cerevisiae tim23-1 growth, BacTiter-Glo luminescence, 24 h; inhibition, % at 20 µM; 330,000 compounds, 1.3% hits; AID 463212;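 active = growth inhibition of the mutant yeast at or above 50%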;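 note: temperature-sensitive mutant grown at 25 °C; plate controls were DMSO-treated mutant yeast for no effect and medium wells lacking yeast for full effect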
Jurkat NFkB inh = inhibitors of the PMA/ionomycin-induced NF-kB reporter in Jurkat cells | PMA/ionomycin-induced NF-kB luciferase reporter, luminescence | inhibition, % at 4 µM | 330,000 compounds, 0.53% hits | AID 435003; in the data active = inhibition above about 50%
697 NFkB inh = lowers PMA/ionomycin-induced NF-kB signal in 697 B cells; 330,000 compounds, 0.33% hits; 697 B-cell NF-kB luciferase reporter, 16 h; inhibition, % at 4 µM; in the data active = inhibition above about 35%
TIM10 inh = inhibits growth of TIM10 yeast strain; S. cerevisiae TIM10 strain growth, BacTiter-Glo luminescence, 24 h; inhibition, % at 10 µM; 330,000 compounds, 1.4% hits;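 active = inhibition of 40% or more at the single tested concentration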;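 note: wild-type TIM10 isogenic control strain grown at permissive 25 °C; 0% = DMSO yeast wells and 100% = minimal medium wells without yeast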
Mdm2-MdmX inh = human Mdm2/MdmX binding inhibition | O15151+Q00987 | 330,000 compounds, 3% hits | SaOS-2 split-luciferase Mdm2/MdmX complementation, luminescence | inhibition, % at 8 µM;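 active = inhibition of at least 50% at 8 µM in the primary screen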
Target sequence (O15151 whole entry, looked up): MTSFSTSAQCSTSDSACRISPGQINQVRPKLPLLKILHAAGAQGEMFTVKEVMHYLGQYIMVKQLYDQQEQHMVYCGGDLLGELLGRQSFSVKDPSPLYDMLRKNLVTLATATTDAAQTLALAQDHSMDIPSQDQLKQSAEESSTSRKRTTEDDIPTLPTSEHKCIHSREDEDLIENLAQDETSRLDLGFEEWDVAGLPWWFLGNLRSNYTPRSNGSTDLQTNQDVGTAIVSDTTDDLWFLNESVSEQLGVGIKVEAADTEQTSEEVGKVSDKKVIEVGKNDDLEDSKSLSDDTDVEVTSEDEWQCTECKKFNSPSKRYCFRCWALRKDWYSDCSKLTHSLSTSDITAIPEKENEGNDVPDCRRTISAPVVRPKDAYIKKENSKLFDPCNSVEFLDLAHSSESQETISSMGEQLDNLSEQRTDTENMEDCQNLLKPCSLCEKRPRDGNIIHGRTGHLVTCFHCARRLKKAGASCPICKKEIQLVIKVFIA
Target sequence (Q00987 whole entry, looked up): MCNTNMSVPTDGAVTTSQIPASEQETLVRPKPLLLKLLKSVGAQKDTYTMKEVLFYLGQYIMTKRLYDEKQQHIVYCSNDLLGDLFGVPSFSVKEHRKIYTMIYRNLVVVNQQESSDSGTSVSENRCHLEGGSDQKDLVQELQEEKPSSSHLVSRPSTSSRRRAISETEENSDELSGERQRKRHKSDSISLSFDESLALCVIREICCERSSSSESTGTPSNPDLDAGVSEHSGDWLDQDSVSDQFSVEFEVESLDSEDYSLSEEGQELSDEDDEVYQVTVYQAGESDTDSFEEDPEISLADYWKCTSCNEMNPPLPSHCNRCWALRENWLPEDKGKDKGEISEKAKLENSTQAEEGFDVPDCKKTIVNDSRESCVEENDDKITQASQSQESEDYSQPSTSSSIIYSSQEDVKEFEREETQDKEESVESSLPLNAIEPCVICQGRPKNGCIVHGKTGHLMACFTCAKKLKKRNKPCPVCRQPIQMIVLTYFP
XBP1 UPR activ = activators of adaptive arm of unfolded protein response (XBP1); CHO-XBP1 luciferase reporter, IRE1-XBP1 UPR activation, luminescence; percent of tunicamycin response, DMSO as zero; 330,000 compounds, 0.33% hits; activation, % at 20 µM; AID 463104;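 active = versus positive control, 20 µM dose yields 30% or more activation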;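 note: 100% = tunicamycin at 10 µg/mL and 0% = DMSO only wells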
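Material – CHO cell line with stable XBP1 luciferase reporter · Buffer or medium – F12 plus 10% FBS · Compound – single point, 20 µM final compound, 1% DMSO · Schedule – 16-18 h cell attachment at 37 °C, then 6 h compound exposure · Signal – Steady-Glo luminescence read · Benchmarks – high control tunicamycin 10 µg/mL final, low control DMSO vehicle only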
CHOP UPR activ = apoptotic UPR (CHOP) activation; CHO-CHOP luciferase reporter, luminescence; percent of tunicamycin response over DMSO baseline; activation, % at 10 µM; 330,000 compounds, 0.34% hits;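 active = at 10 µM dose, activation of 40% or more, normalized to positive control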;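 note: 100% = tunicamycin at 10 µg/mL and 0% = DMSO alone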
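Evaluation: % reporter activation, DMSO baseline versus tunicamycin full activation; System: CHO-CHOP luciferase reporter cell line; Input: 500 cells/well; Incubation: 6 h compound treatment, 37 °C; Measured by: Steady-Glo luciferase luminescence; Dosing: one dose, 10 µM in 0.5% DMSO; Buffer or medium: F12 medium, 10% FBS; Benchmarks: positive tunicamycin 10 µg/mL, negative DMSO alone.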
Starred values were filed as active, the others as inactive.

What do the screens show for `CN1/C(=C/C(=O)CSc2ccccc2C(=O)O)C(C)(C)c2ccccc21`?
tim10-1 inh: 15; tim23-1 inh: -3; Jurkat NFkB inh: 7; 697 NFkB inh: 7; TIM10 inh: 7; Mdm2-MdmX inh: 12; XBP1 UPR activ: -2; CHOP UPR activ: -1.5

What do the screens show for `Cc1ccc(C(=O)NCC(=O)NCCCc2ccccc2)s1`?
tim10-1 inh: 14; tim23-1 inh: 10; Jurkat NFkB inh: 0; 697 NFkB inh: 8; TIM10 inh: -13; Mdm2-MdmX inh: -14; XBP1 UPR activ: -1; CHOP UPR activ: -1.1

How did O=C(CNC(=O)c1ccco1)N/N=C/c1ccc(C(=O)O)cc1 do in these assays?
tim10-1 inh: 7; tim23-1 inh: 3; Jurkat NFkB inh: -15; 697 NFkB inh: 10; TIM10 inh: -8; Mdm2-MdmX inh: 8; XBP1 UPR activ: -5; CHOP UPR activ: -0.9

Results for CCOc1ccc(C(=O)Nc2nnc(C3=COCCO3)o2)cc1 ?
tim10-1 inh: -1; tim23-1 inh: 5; Jurkat NFkB inh: 2; 697 NFkB inh: -16; TIM10 inh: -4; Mdm2-MdmX inh: 8; XBP1 UPR activ: -1; CHOP UPR activ: 0.0

Results for Cc1ccc2nc(NS(=O)(=O)c3cn(C)nc3C)sc2c1 ?
tim10-1 inh: 4; tim23-1 inh: -9; Jurkat NFkB inh: -3; 697 NFkB inh: 13; TIM10 inh: 3; Mdm2-MdmX inh: 4; XBP1 UPR activ: -6; CHOP UPR activ: -0.7

Results for Cc1nc(SCC#N)c2c(C)c(C)sc2n1 ?
tim10-1 inh: 19; tim23-1 inh: 5; Jurkat NFkB inh: 4; 697 NFkB inh: 0; TIM10 inh: 13; Mdm2-MdmX inh: 29; XBP1 UPR activ: 6; CHOP UPR activ: 1.8

What do the screens show for `CCOC(=O)c1sc2nc(CC(C)C)c3c(c2c1N)CCC3`?
tim10-1 inh: 16; tim23-1 inh: 19; Jurkat NFkB inh: -9; 697 NFkB inh: -5; TIM10 inh: 3; Mdm2-MdmX inh: 6; XBP1 UPR activ: -1; CHOP UPR activ: 1.3

What do the screens show for `COc1ccc2cc(C(=O)c3ccccc3)c(=O)oc2c1`?
tim10-1 inh: 13; tim23-1 inh: 24; Jurkat NFkB inh: -28; 697 NFkB inh: -10; TIM10 inh: 20; Mdm2-MdmX inh: -30; XBP1 UPR activ: 3; CHOP UPR activ: 3.7

Results for COc1cccc(NC(=O)CN(C)C(=O)c2ccc(COc3ccccc3)cc2)c1 ?
tim10-1 inh: -9; tim23-1 inh: 2; Jurkat NFkB inh: -1; 697 NFkB inh: -8; TIM10 inh: -6; Mdm2-MdmX inh: 0; XBP1 UPR activ: 0; CHOP UPR activ: 2.1

What do the screens show for `COC(=O)[C@H]1C2CCC(C(=O)OC)(CC2)[C@H]1C(=O)OC`?
tim10-1 inh: 8; tim23-1 inh: 20; Jurkat NFkB inh: -6; 697 NFkB inh: -7; TIM10 inh: -1; Mdm2-MdmX inh: 34; XBP1 UPR activ: 0; CHOP UPR activ: 0.5

Results for Cc1ccc(OCC(=O)Nc2ccc(Cl)cc2)c([N+](=O)[O-])n1 ?
tim10-1 inh: 18; tim23-1 inh: 19; Jurkat NFkB inh: -104; 697 NFkB inh: -6; TIM10 inh: 1; Mdm2-MdmX inh: -103; XBP1 UPR activ: 5; CHOP UPR activ: 2.9

Results for CCOC(=O)c1ccc(NC(=O)c2nc[nH]c2C(=O)NCCCCCNC(=O)OC(C)(C)C)cc1 ?
tim10-1 inh: 25; tim23-1 inh: 22; Jurkat NFkB inh: 2; 697 NFkB inh: 1; TIM10 inh: 15; Mdm2-MdmX inh: 29; XBP1 UPR activ: 5; CHOP UPR activ: 3.6

Results for O=C(NC1CCCC1)C(c1ccc(N2CCOCC2)cc1)N(Cc1ccccc1)C(=O)c1ccco1 (stereo not drawn) ?
tim10-1 inh: 7; tim23-1 inh: -1; Jurkat NFkB inh: 6; 697 NFkB inh: 6; TIM10 inh: -1; Mdm2-MdmX inh: 12; XBP1 UPR activ: -3; CHOP UPR activ: -2.8

How did COc1cc(OC)c(N(C)C(=O)CCNC(=O)Cn2cnc3ccccc3c2=O)cc1Cl do in these assays?
tim10-1 inh: -5; tim23-1 inh: -8; Jurkat NFkB inh: -10; 697 NFkB inh: -4; TIM10 inh: -10; Mdm2-MdmX inh: 1; XBP1 UPR activ: 0; CHOP UPR activ: 11

How did Cn1c(N2CCC(C(N)=O)CC2)nc2c1c(=O)n(Cc1cccc(Br)c1)c(=O)n2C do in these assays?
tim10-1 inh: 6; tim23-1 inh: 27; Jurkat NFkB inh: -6; 697 NFkB inh: -60; TIM10 inh: 1; Mdm2-MdmX inh: 19; XBP1 UPR activ: 1; CHOP UPR activ: -0.6

What do the screens show for `COc1ccccc1/C=C1\SC(=O)N(CC(=O)N(C)C2CCS(=O)(=O)C2)C1=O` (stereo not drawn)?
tim10-1 inh: 18; tim23-1 inh: 12; Jurkat NFkB inh: 14; 697 NFkB inh: 0; TIM10 inh: 2; Mdm2-MdmX inh: 8; XBP1 UPR activ: -4; CHOP UPR activ: 3.9

What do the screens show for `COc1ccc(C)cc1S(=O)(=O)Nc1cc2c3c(c1)CCC(=O)N3CCC2`?
tim10-1 inh: -22; tim23-1 inh: -11; Jurkat NFkB inh: 8; 697 NFkB inh: -5; TIM10 inh: 4; Mdm2-MdmX inh: 21; XBP1 UPR activ: 2; CHOP UPR activ: -0.6

How did CCOC(=O)Cc1csc(NC(=O)CN2CCN(CC)CC2)n1 do in these assays?
tim10-1 inh: -2; tim23-1 inh: -9; Jurkat NFkB inh: -15; 697 NFkB inh: 2; TIM10 inh: 1; Mdm2-MdmX inh: -2; XBP1 UPR activ: -5; CHOP UPR activ: 2.1

How did CC(C)(CS(=O)(=O)[O-])NC(=O)CC[N+](C)(C)CCO do in these assays?
tim10-1 inh: 6; tim23-1 inh: -21; Jurkat NFkB inh: -14; 697 NFkB inh: -8; TIM10 inh: -1; Mdm2-MdmX inh: 17; XBP1 UPR activ: -3; CHOP UPR activ: -1.3

How did Cc1cc(C#N)c(C)n1-c1cc(C(F)(F)F)ccc1N1CCOCC1 do in these assays?
tim10-1 inh: 25; tim23-1 inh: 17; Jurkat NFkB inh: 9; 697 NFkB inh: -14; TIM10 inh: 4; Mdm2-MdmX inh: 5; XBP1 UPR activ: -7; CHOP UPR activ: -2.8

What do the screens show for `CCOc1ccc(NC(=O)COC(=O)c2ccc3c(c2)OCO3)cc1`?
tim10-1 inh: -12; tim23-1 inh: 13; Jurkat NFkB inh: 17; 697 NFkB inh: 3; TIM10 inh: 0; Mdm2-MdmX inh: -8; XBP1 UPR activ: 1; CHOP UPR activ: -0.3

How did CC(C)Sc1ncc(S(=O)(=O)c2ccccc2)c(=O)[nH]1 do in these assays?
tim10-1 inh: 31; tim23-1 inh: 11; Jurkat NFkB inh: 0; 697 NFkB inh: 3; TIM10 inh: -4; Mdm2-MdmX inh: 22; XBP1 UPR activ: -1; CHOP UPR activ: 1.1

Results for N#CC1=C(N)Oc2cc(N)ccc2C1c1ccc(F)cc1 (stereo not drawn) ?
tim10-1 inh: -9; tim23-1 inh: -29; Jurkat NFkB inh: 8; 697 NFkB inh: 13; TIM10 inh: -36; Mdm2-MdmX inh: 29; XBP1 UPR activ: 0; CHOP UPR activ: -3.6

What do the screens show for `CCc1ccc(C2C(C#N)=C(N)OC3=C2C(=O)CCC3)s1` (stereo not drawn)?
tim10-1 inh: 14; tim23-1 inh: 23; Jurkat NFkB inh: -8; 697 NFkB inh: 12; TIM10 inh: -11; Mdm2-MdmX inh: -7; XBP1 UPR activ: -2; CHOP UPR activ: -1.5

How did CCOc1ccc2nc(SCC3CC3(Cl)Cl)[nH]c2c1 (stereo not drawn) do in these assays?
tim10-1 inh: 11; tim23-1 inh: 46; Jurkat NFkB inh: -33; 697 NFkB inh: -109; TIM10 inh: -23; Mdm2-MdmX inh: -52; XBP1 UPR activ: 3; CHOP UPR activ: 2.8

Results for O=C(CN1C(=O)NC2(CCCCCC2)C1=O)c1ccc(OC(F)F)cc1OC(F)F ?
tim10-1 inh: 5; tim23-1 inh: 23; Jurkat NFkB inh: -4; 697 NFkB inh: 5; TIM10 inh: -3; Mdm2-MdmX inh: 10; XBP1 UPR activ: -4; CHOP UPR activ: 0.8

How did Cc1nc(NS(=O)(=O)c2ccccc2)sc1NC(=O)OCCN(C)C do in these assays?
tim10-1 inh: 3; tim23-1 inh: 29; Jurkat NFkB inh: 11; 697 NFkB inh: 21; TIM10 inh: -11; Mdm2-MdmX inh: 8; XBP1 UPR activ: -2; CHOP UPR activ: -2.1

How did O=C(NC(Cc1c[nH]c2ccccc12)c1nnc2n1CCCCC2)c1ccc(Cl)cc1 (stereo not drawn) do in these assays?
tim10-1 inh: 17; tim23-1 inh: 14; Jurkat NFkB inh: -14; 697 NFkB inh: -2; TIM10 inh: -1; Mdm2-MdmX inh: -2; XBP1 UPR activ: -3; CHOP UPR activ: 0.8

How did Cc1ccc(N(Cc2ccccc2)C(=O)Cc2ccc(S(=O)(=O)N3CCOCC3)s2)cc1 do in these assays?
tim10-1 inh: 13; tim23-1 inh: 34; Jurkat NFkB inh: -5; 697 NFkB inh: -20; TIM10 inh: 8; Mdm2-MdmX inh: 7; XBP1 UPR activ: -1; CHOP UPR activ: 3.5

What do the screens show for `O=C(CCC(=O)Nc1cccc([N+](=O)[O-])c1)NCc1ccccc1`?
tim10-1 inh: -4; tim23-1 inh: -4; Jurkat NFkB inh: 2; 697 NFkB inh: -5; TIM10 inh: 1; Mdm2-MdmX inh: 11; XBP1 UPR activ: -3; CHOP UPR activ: -0.5

What do the screens show for `O=C(COc1ccc(S(=O)(=O)N2CCOCC2)cc1)NC1CCCC1`?
tim10-1 inh: 15; tim23-1 inh: 7; Jurkat NFkB inh: 7; 697 NFkB inh: 20; TIM10 inh: -1; Mdm2-MdmX inh: 19; XBP1 UPR activ: -3; CHOP UPR activ: -0.2

Results for CCCCN(C(=O)CSCC(=O)Nc1ccc(OC)cc1)c1c(N)n(CCC)c(=O)[nH]c1=O ?
tim10-1 inh: -21; tim23-1 inh: -12; Jurkat NFkB inh: -4; 697 NFkB inh: -1; TIM10 inh: 9; Mdm2-MdmX inh: -11; XBP1 UPR activ: -3; CHOP UPR activ: 0.4

Results for COC(C(=O)Nc1ccc(S(=O)(=O)Nc2ccc(C)c(C)c2)cc1)c1ccccc1 (stereo not drawn) ?
tim10-1 inh: 19; tim23-1 inh: 20; Jurkat NFkB inh: 22; 697 NFkB inh: -8; TIM10 inh: 4; Mdm2-MdmX inh: 36; XBP1 UPR activ: -2; CHOP UPR activ: 1.2

What do the screens show for `Cc1ccc(S(=O)(=O)CCC(=O)OCn2nnc3ccccc3c2=O)cc1`?
tim10-1 inh: 28; tim23-1 inh: 13; Jurkat NFkB inh: 10; 697 NFkB inh: 10; TIM10 inh: 9; Mdm2-MdmX inh: 11; XBP1 UPR activ: -3; CHOP UPR activ: 1.0

Reprinted at random: 2 records from the list, in no set order.
What do the screens show for `Cc1ccc(S(=O)(=O)CCC(=O)OCn2nnc3ccccc3c2=O)cc1`?
tim10-1 inh: 28; tim23-1 inh: 13; Jurkat NFkB inh: 10; 697 NFkB inh: 10; TIM10 inh: 9; Mdm2-MdmX inh: 11; XBP1 UPR activ: -3; CHOP UPR activ: 1.0

Results for COC(C(=O)Nc1ccc(S(=O)(=O)Nc2ccc(C)c(C)c2)cc1)c1ccccc1 (stereo not drawn) ?
tim10-1 inh: 19; tim23-1 inh: 20; Jurkat NFkB inh: 22; 697 NFkB inh: -8; TIM10 inh: 4; Mdm2-MdmX inh: 36; XBP1 UPR activ: -2; CHOP UPR activ: 1.2

Assay outcomes: PubChem BioAssay, Sanford-Burnham Center for Chemical Genomics
